Assay outcomes as filed in PubChem.
HT1080NT lethal = qHTS for induction of synthetic lethality in tumor cells producing 2HG: qHTS for the HT-1080-NT fibrosarcoma cell line. HT-1080-NT fibrosarcoma viability, CellTiter-Glo ATP luminescence, 48 h. Potency, µM (titrated, usually from 46.1 µM), for the others: top-dose activity, negative = less viability, hits mostly cytotoxic. 1.6% of 360,000 active;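 further: NT is the 2HG producing partner of a matched IDH1 knockdown line; potency means the concentration at half of the fitted maximal effect; 0% = DMSO-treated cells and -100% = media-only wells without cells; nearly all actives have a fitted effect of over 55% in size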
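A 48-hour cytotoxicity screen used HT-1080-NT cells plated 2 hours before compound delivery. ATP-based CellTiter-Glo luminescence measured viability, normalized to DMSO and no-cell controls.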
KB-V1 MDR tox = qHTS assay for MDR1-selective chemotherapeutics: Primary screen using the drug-selected MDR subline cells KB-V1; 3.4% of 400,000 active; KB-V1 MDR cells viability, CellTiter-Glo, 72 h; Potency, µM (highest dose often 46.1 µM), inactives show top-dose activity change, negative = cytotoxicity, most hits filed as cytotoxic; AID 1347076, 2019; further: potency means the concentration at half of the fitted maximal effect; on the % scale 0 is the no-effect control and ±100 the full control effect; nearly all actives have a fitted effect of over 60% in size
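Luminescent ATP read-out (CellTiter-Glo, 10 min) measures survival of drug-selected KB-V1 MDR cells after 72 h, 37 degrees C compound exposure. Medium: phenol-red-free DMEM, 10% FBS. Values from fitted concentration-response curves.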
ATXN2 expr inh = Primary qHTS for Inhibitors of ATXN expression; AID 1745845, 2022; Potency, µM (highest dose often 57 µM), inactives show at the highest dose activity change, negative = inhibition, actives largely listed as inhibitors; HEK-293 ATXN2-luciferase reporter, luminescence, 24 h; 0.72% of 360,000 active; further: potency means the concentration at half of the fitted maximal effect; on the % scale 0 is the no-effect control and ±100 the full control effect; nearly all actives have a fitted effect of over 55% in size
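qHTS (up to 57 uM final) was run with 24 h compound exposure of reporter cells at 37 °C. Each well was multiplexed: SteadyGlo luminescence measured ATXN2-luciferase expression after a fluorogenic Gly-Phe-AFC viability readout (25 uM final).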
HT1080 IDH1KD tx = qHTS for induction of synthetic lethality in tumor cells producing 2HG: qHTS for the HT-1080-IDH1KD cell line; Potency, µM (titrated, usually from 46.1 µM), for inactives: at the highest dose activity, negative = toxicity, hits mostly cytotoxic; 2% of 360,000 active; HT-1080 IDH1 knockdown viability, ATP luminescence, 48 h;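 further: potency means the concentration at half of the fitted maximal effect; 0% = DMSO wells and -100% = cell-free medium wells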
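After a 2 h attachment period, IDH1KD HT-1080 cells took pin-transferred compound for 48 h at 37 °C; ATP-based luminescence after 10 min room-temperature reagent incubation reported viability.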
KB-3-1 tox = qHTS assay for MDR1-selective chemotherapeutics: Primary screen using the parental adenocarcinoma cell KB-3-1 | 1.4% of 400,000 active | Potency, µM (top dose mostly 46.1 µM), for inactives: at the highest dose activity change, negative = cytotoxic, hits mostly cytotoxic | AID 1347075, 2019 | KB-3-1 viability, CellTiter-Glo ATP luminescence, 72 h; further: potency means the concentration at half of the fitted maximal effect; on the % scale 0 is the no-effect control and ±100 the full control effect; nearly all actives have a fitted effect of over 60% in size
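KB-3-1 parental drug-naive adenocarcinoma cells in DMEM/10% FBS, incubated 72 h at 37 C with pin-transferred compounds across a concentration series. Viability by CellTiter-Glo luminescence; concentration-response curves fitted after normalization.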
MCF10A rerep = A quantitative high throughput screen for small molecules that induce DNA re-replication in MCF 10a normal breast cells; MCF 10A DNA re-replication, Hoechst nuclear intensity, 48 h; Potency, µM (series often up to 46.1 µM), for inactives: at the highest dose activity, positive = re-replication, usual class: activators; 2.9% of 350,000 active; further: potency means the concentration at half of the fitted maximal effect; % of control where 0% means no effect; nearly all actives have a fitted effect of over 50% in size
IL1B secr inh = qHTS for Inhibitors of Inflammasome Signaling: IL-1-beta AlphaLISA Primary Screen | 4.7% of 360,000 active | activity change, % at 57.5 µM | THP-1 LPS/ATP IL-1B secretion, AlphaLISA, 16 h; stronger effect = lower value; in the data active means activity change below about -50%; inconclusive means mostly about -30% to -49%; further: on the % scale 0 is the no-effect control and ±100 the full control effect
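THP-1 cells pretreated 1 hr with compounds (up to 57.5 uM final), then stimulated with LPS (250 ng/mL final) plus ATP (1.25 mM final); secreted IL-1B measured by AlphaLISA after 16 hr, decreased signal indicating inhibition.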
WRN helicase inh = qHTS for Inhibitors of WRN Helicase; 0.46% of 360,000 active; WRN helicase unwinding, fluorescent forked duplex, kinetic; AID 651768, 2012; Potency, µM (doses to about 114 µM), without a hit: at the top dose activity change, negative = inhibition, usual class: inhibitors; further: potency means the concentration at half of the fitted maximal effect; on the % scale 0 is the no-effect control and ±100 the full control effect; nearly all actives have a fitted effect of over 55% in size
Target sequence (Q14191 whole entry, looked up): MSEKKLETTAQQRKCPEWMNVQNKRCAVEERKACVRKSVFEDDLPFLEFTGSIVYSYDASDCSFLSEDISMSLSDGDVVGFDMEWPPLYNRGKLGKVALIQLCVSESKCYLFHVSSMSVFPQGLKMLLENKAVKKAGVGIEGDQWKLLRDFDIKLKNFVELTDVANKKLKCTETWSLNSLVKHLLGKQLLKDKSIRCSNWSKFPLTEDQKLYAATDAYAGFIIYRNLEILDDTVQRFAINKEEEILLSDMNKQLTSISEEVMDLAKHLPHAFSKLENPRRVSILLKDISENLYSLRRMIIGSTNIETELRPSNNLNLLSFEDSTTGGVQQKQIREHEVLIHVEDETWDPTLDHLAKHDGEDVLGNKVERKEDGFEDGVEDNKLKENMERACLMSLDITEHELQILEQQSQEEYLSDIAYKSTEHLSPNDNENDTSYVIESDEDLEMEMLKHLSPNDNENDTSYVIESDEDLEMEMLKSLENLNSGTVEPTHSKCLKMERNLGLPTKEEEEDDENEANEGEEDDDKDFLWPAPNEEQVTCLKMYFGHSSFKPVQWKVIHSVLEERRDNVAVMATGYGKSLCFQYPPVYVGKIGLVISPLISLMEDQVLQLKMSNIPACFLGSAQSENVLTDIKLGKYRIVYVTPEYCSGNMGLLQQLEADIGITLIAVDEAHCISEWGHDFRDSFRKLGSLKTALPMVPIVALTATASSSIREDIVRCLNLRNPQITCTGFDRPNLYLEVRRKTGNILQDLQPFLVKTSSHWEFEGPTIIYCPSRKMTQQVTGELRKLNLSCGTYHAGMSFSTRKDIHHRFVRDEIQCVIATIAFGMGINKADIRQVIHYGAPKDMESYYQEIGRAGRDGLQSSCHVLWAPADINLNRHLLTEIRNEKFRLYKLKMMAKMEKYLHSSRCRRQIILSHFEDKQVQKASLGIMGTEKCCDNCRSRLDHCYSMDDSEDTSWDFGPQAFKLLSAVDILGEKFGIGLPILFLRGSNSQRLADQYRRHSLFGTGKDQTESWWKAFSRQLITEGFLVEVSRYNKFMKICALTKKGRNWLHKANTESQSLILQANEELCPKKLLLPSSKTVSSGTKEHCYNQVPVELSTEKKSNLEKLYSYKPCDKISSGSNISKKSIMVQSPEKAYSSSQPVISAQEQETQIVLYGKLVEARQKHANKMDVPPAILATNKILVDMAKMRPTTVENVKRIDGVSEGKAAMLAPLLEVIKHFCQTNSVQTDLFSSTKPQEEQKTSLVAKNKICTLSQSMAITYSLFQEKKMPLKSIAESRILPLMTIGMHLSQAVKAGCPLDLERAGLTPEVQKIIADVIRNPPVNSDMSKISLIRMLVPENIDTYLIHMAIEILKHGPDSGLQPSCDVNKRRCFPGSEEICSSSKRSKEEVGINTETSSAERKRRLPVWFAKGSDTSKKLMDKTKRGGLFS
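WRN at 20 nM final preincubated with compound 15 min at room temperature; reaction started with 100 nM fluorophore/quencher forked duplex oligonucleotide and 2 mM ATP final. Unwinding followed kinetically by red fluorescence (ex 525, em 598 nm).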
SW480 rereplic = A quantitative high throughput screen for small molecules that induce DNA re-replication in SW480 colon adenocarcinoma cells. Potency, µM (highest dose often 46.1 µM), for the others: at the top dose re-replication activation, hits mostly activators. 1.8% of 340,000 active. SW480 DNA re-replication, Hoechst DNA content imaging, 48 h; further: potency means the concentration at half of the fitted maximal effect; % of control where 0% means no effect; nearly all actives have a fitted effect of over 55% in size
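250 cells/well; 23 nL cpd via pin tool; 48 hr, 37 C, 5% CO2; Hoechst 40 min; imager read of total nuclear intensity, ex 405/em 500-530 nm.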
* marks the source's active call; other numbers are inactive results; ? = inconclusive; . = not tested or not shown; [ ] = another dose, or the depositor's remark. Unless noted, the call rests on the fitted dose curve; in most records, active means well fitted curve in the direction sought with a large enough effect; inconclusive means small, poorly fitted or top-dose-only effect, or another doubt; inactive means no such curve, though single readings can be large; an effect the other way counts as inactive or inconclusive.

SMILES	HT1080NT lethal	KB-V1 MDR tox	ATXN2 expr inh	HT1080 IDH1KD tx	KB-3-1 tox	MCF10A rerep	IL1B secr inh	WRN helicase inh	SW480 rereplic
Cc1ccc(S(=O)(=O)NCCSC(C)(C)C)cc1	0%	0%	.	0%	0%	-1%	19	-13%	-6%
Cc1cc(NC(=O)CSc2nnnn2C2CCCC2)no1	1%	19%	0%	5%	-2%	2%	-7	-11%	11%
COc1ccc(C2=CSC3=NCCN23)cc1[N+](=O)[O-]	-1%	-8%	20%	4%	1%	-5%	-9	0%	-14%
COc1ccc(S(=O)(=O)Nc2cccc(-n3cnnn3)c2)cc1	2%	19%	.	1%	0%	-11%	15	2%	-9%
COC(=O)c1cc(NC(=O)c2c(F)c(F)c(F)c(F)c2F)cc(C(=O)OC)c1	1%	-18%	4%	6%	15%	?	?	0%	5%
N#Cc1ccc(/C=C2\CCn3c2nc2cc(C(=O)O)ccc2c3=O)cc1	16%	21%	-4%	21%	1%	?	-13	3%	-75%[inhibitor]
CN1C(C)(C)CC(NC(=O)CCC(=O)NC2CC(C)(C)N(C)C(C)(C)C2)CC1(C)C	3%	-5%	-7%	-3%	1%	-8%	6	-18%	-6%
CC1CCN(C(=O)c2nc[nH]c2C(=O)OCCNC(=O)OC(C)(C)C)CC1	6%	-3%	-8%	2%	12%	23%	17	4%	-8%
COc1cc(C#N)ccc1OC(=O)C1CCN(C(=O)c2ccc(F)cc2)CC1	-11%	-1%	-11%	1%	6%	-17%	14	0%	-90%[inhibitor]
CC(C)c1ccc(NC2CCCN(C(=O)CCN3CCCCC3=O)C2)cc1 (stereo not given)	7%	.	-4%	10%	.	-1%	1	-18%	15%
O=C(CSc1nc2c(cnn2-c2ccccc2)c(=O)[nH]1)NCC1CCCO1 (stereo not given)	5%	13%	-4%	2%	4%	-5%	11	8%	-3%
O=C1c2ccccc2C(=O)N1CCC(c1ccc(F)cc1)c1ccco1 (stereo not given)	?	4%	0%	14%	0%	0%	10	-11%	1%
CC(CCN1CCOCC1)c1ccccc1 (stereo not given)	4%	5%	3%	5%	8%	0%	-9	0%	-22%
CCN(CC)c1ccc(C(=O)OCC(=O)Nc2ccc3[nH]c(=O)[nH]c3c2)cc1	-1%	11%	9%	-7%	8%	-9%	-1	-15%	-12%
Cc1cccc(N(C(=O)c2sc(C)nc2C)C(C(=O)NCC2CCCO2)c2ccccc2)c1 (stereo not given)	22%	-17%	-3%	15%	7%	-2%	18	6%	0%
CCNc1nc(NCC)nc(N/N=C/c2ccc(O)c(OC)c2)n1	?	-5%	17%	-11%	-1%	0%	1	-7%	-7%
CC(c1ccco1)N(C(=O)COc1ccccc1[N+](=O)[O-])c1ccccn1 (stereo not given)	9%	-4%	27%	6%	-3%	-3%	1	-6%	0%
CCCC(=O)Nc1cc(C)c(NC(=O)c2ccccn2)cn1	-4%	0%	0%	-4%	?	1%	1	0%	19%
CC/C(=N\NC(N)=O)c1ccc(OC(F)F)cc1	0%	0%	-3%	3%	6%	-2%	-20	-4%	-6%
O=C(/C=C/c1ccc2c(c1)OCO2)Nc1nc2ccccc2s1	-25%	?	31%[activator]	?	0%	?	0	-22%	.

Five compounds picked at random from the list so far, as already listed:
SMILES	HT1080NT lethal	KB-V1 MDR tox	ATXN2 expr inh	HT1080 IDH1KD tx	KB-3-1 tox	MCF10A rerep	IL1B secr inh	WRN helicase inh	SW480 rereplic
CCCC(=O)Nc1cc(C)c(NC(=O)c2ccccn2)cn1	-4%	0%	0%	-4%	?	1%	1	0%	19%
CC(c1ccco1)N(C(=O)COc1ccccc1[N+](=O)[O-])c1ccccn1 (stereo not given)	9%	-4%	27%	6%	-3%	-3%	1	-6%	0%
CCN(CC)c1ccc(C(=O)OCC(=O)Nc2ccc3[nH]c(=O)[nH]c3c2)cc1	-1%	11%	9%	-7%	8%	-9%	-1	-15%	-12%
O=C(/C=C/c1ccc2c(c1)OCO2)Nc1nc2ccccc2s1	-25%	?	31%[activator]	?	0%	?	0	-22%	.
O=C1c2ccccc2C(=O)N1CCC(c1ccc(F)cc1)c1ccco1 (stereo not given)	?	4%	0%	14%	0%	0%	10	-11%	1%

(continued)
SMILES	HT1080NT lethal	KB-V1 MDR tox	ATXN2 expr inh	HT1080 IDH1KD tx	KB-3-1 tox	MCF10A rerep	IL1B secr inh	WRN helicase inh	SW480 rereplic
COc1ccc(-c2cc(=O)c3ccccc3[nH]2)cc1	10%	27%	4%	6%	3%	-2%	-3	9%	-10%
Cc1ccc(CN(Cc2cc3cc4c(cc3[nH]c2=O)OCCO4)Cc2nnnn2Cc2ccco2)cc1	-29%	15µM*	?	?	-29%	?	?	-20%[11.6 µM]	?
CC(Sc1ccc(S(=O)(=O)N2CCN(C)CC2)cn1)C(=O)Nc1cccc(Cl)c1Cl (stereo not given)	-4%	0%	-35%	-20%	?	17%	0	-2%	-2%
C[N+]1(CCOc2ccc([N+](=O)[O-])cc2)CCOCC1	-4%	?	-7%	1%	6%	-4%	19	-8%	-2%
CN1C(=S)SC(/[N+]([O-])=C\c2ccccc2F)C1(C)C (stereo not given)	0%	27%	.	1%	3%	-1%	4	-6%	-1%
O=C(NN1C(=O)/C(=C\c2cccnc2)SC1=S)C(c1ccccc1)c1ccccc1	-2%	-28%	-10%	-13%	8%	15µM*	7	-12%	-4%
COc1cc2c(cc1OC)C(c1ccccc1O)NCC2 (stereo not given)	6%	?	.	2%	0%	7%	-7	5%	-14%
O=C(CC1C(=O)NCCN1Cc1ccc(F)cc1Cl)NCc1ccon1 (stereo not given)	5%	27%	11%	23%	5%	13%	5	0%	-2%
O=C(c1cc(-c2ccccc2)nn1-c1ccccc1)N1CCN(S(=O)(=O)c2ccc(F)cc2)CC1	0%	?	6%	-1%	-10%	?	31	8%	-6%
CCC(C)/C(C)=N/Nc1ccc(S(N)(=O)=O)cc1[N+](=O)[O-] (stereo not given)	-12%	?	-34%	-4%	-6%	-1%	-1	4%	-1%
COc1ccc(C2CC(c3ccc(OC)c(OC)c3)=NN2C(=O)c2ccccc2)cc1 (stereo not given)	3%	1%	.	0%	-1%	-5%	-12	-3%	4%
O=C(CCc1nc(-c2ccccc2)no1)NCCc1ccccc1	-16%	?	8%	?	0%	-1%	13	-13%	5%
Cc1ccc(C(=O)Oc2cccc(NC(=O)c3cccs3)c2)cc1S(=O)(=O)N1CCOCC1	-6%	0%	20%	-2%	-4%	3%	4	-4%	-4%
Cc1cc(C)c(S(=O)(=O)N2CCCC2=O)c(C)c1	-3%	6%	-34%[11.3 µM]	19%	14%	-1%	7	-14%	-3%
Cc1ccn2cc(-c3cccc(NC(=O)CCC(=O)O)c3)nc2c1	-12%	-13%	-35%	-12%	-43%	-8%	26	-1%	-8%
COc1cccc(C(=O)N2CCN(Cc3ccccc3[N+](=O)[O-])CC2)c1	2%	-14%	.	-8%	-10%	6%	-19	-1%	-15%
C=CCN(c1ccccc1)S(=O)(=O)c1ccc2c(c1)oc(=O)n2C	0%	-21%	0%	-14%	-25%	?	1	-14%	1%
Cc1ccccc1OCCCC(=O)Nc1ccccc1C(F)(F)F	0%	-17%	-19%	0%	0%	9%	13	-2%	0%
CN(C)c1ccc(/C=N/NC(=O)c2cccc(C(=O)N/N=C/c3ccc(N(C)C)cc3)n2)cc1	0%	25%	5%	0%	-3%	-1%	15	-16%	-6%
Cc1noc(C)c1S(=O)(=O)N1CCC2(CC1)OCCO2	5%	8%	-1%	-1%	10%	6%	0	1%	-9%
O=C(OCC(=O)N1CCCCCC1)c1cccc(Cl)c1Cl	6%	1%	.	17%	0%	.	10	-3%	.
Oc1cc(Nc2ccncc2)cc2cccnc12	.	-8%	0%	.	0%	22%	.	.	4%
c1ccc(-c2nc(NC3CC3)nc(-n3ccnc3)n2)cc1	5%	-7%	-7%	3%	-3%	13%	.	0%	-3%
COc1cc(C(C(=O)NCC2CCCO2)N(C(=O)Cn2nnc3ccccc32)c2ccc(C(C)=O)cc2)ccc1O (stereo not given)	12%	0%	6%	5%	-11%	-10%	-9	8%	-20%
CCc1occc(=O)c1Oc1cc(NN2CCCCC2)c([N+](=O)[O-])cc1[N+](=O)[O-]	-6%	0%	-13%	-6%	-18%	6%	16	6%	23%
O=C(NCCNc1nccc(C(F)(F)F)n1)c1cccc(C(F)(F)F)c1	1%	2%	-23%	-3%	-2%	-1%	35	-23%	-15%
COc1cccc(CC2(CO)CCCN(Cc3cc4ccccc4[nH]3)C2)c1 (stereo not given)	?	-9%	-19%	23µM*	-17%	?	-54*	5%	?
O=c1oc2ccccc2c2c1nnn2CCO	-7%	8%	-7%	-14%	-9%	-4%	9	-14%	-3%
Cc1cc(C)n2nc(C(=O)Nc3nnc(C4CC4)s3)nc2n1	-14%	1%	-16%	0%	0%	7%	1	-4%	-2%[9.22 µM]
CN(C(=O)COC(=O)CNC(=O)C12CC3CC(CC(C3)C1)C2)C1CCS(=O)(=O)C1 (stereo not given)	6%	29%	-4%	1%	4%	-1%	0	0%	0%
Cc1onc(-c2ccccc2Cl)c1C(=O)Nc1nnc(Cc2ccc(Cl)cc2)s1	-23%	3%	-1%	-21%	3%	1%	26	-14%	-2%
COc1ccc(C(C(=O)NC2CCCC2)N(C(=O)c2ccco2)c2cc3c(cc2C(C)=O)OCO3)cc1OC (stereo not given)	3%	-8%	25%	6%	-1%	-4%	5	9%	-12%
